# Compound activity: PubChem, several laboratories
# ASAP1 GAP inh: ASAP1 ArfGAP inhibition | ASAP1-stimulated ARF1 GTP hydrolysis, GDP FP detection | inhibition, % at 16.5 µM | 360,000 compounds, 0.19% hits; in the data active = inhibition above about 25%;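 note: 0% = vehicle with enzyme and substrate and 100% = no enzyme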
# NR1D1 modulator: modulators of human Rev-erb alpha DNA binding | Rev-erbα–FITC-DNA binding, fluorescence polarization, 90 min | activity, % at 10 µM | 370,000 compounds, 0.79% hits | P20393;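 active = activity above about 14%, limit read from the data; passing the limit was not always enough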;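 note: 0% = DMSO wells with 35 nM protein and 100% = DMSO wells with 750 nM protein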
# GC-A act: GC-A (human) enzyme activation. P16066. HEK293 GC-A cells, cGMP TR-FRET, EC30 ANP; 0% at EC30 ANP, 100% saturating ANP. activation, % at 10 µM. 370,000 compounds, 0.14% hits; in the data active = activation above about 40%
# Target sequence (P16066 whole entry, looked up): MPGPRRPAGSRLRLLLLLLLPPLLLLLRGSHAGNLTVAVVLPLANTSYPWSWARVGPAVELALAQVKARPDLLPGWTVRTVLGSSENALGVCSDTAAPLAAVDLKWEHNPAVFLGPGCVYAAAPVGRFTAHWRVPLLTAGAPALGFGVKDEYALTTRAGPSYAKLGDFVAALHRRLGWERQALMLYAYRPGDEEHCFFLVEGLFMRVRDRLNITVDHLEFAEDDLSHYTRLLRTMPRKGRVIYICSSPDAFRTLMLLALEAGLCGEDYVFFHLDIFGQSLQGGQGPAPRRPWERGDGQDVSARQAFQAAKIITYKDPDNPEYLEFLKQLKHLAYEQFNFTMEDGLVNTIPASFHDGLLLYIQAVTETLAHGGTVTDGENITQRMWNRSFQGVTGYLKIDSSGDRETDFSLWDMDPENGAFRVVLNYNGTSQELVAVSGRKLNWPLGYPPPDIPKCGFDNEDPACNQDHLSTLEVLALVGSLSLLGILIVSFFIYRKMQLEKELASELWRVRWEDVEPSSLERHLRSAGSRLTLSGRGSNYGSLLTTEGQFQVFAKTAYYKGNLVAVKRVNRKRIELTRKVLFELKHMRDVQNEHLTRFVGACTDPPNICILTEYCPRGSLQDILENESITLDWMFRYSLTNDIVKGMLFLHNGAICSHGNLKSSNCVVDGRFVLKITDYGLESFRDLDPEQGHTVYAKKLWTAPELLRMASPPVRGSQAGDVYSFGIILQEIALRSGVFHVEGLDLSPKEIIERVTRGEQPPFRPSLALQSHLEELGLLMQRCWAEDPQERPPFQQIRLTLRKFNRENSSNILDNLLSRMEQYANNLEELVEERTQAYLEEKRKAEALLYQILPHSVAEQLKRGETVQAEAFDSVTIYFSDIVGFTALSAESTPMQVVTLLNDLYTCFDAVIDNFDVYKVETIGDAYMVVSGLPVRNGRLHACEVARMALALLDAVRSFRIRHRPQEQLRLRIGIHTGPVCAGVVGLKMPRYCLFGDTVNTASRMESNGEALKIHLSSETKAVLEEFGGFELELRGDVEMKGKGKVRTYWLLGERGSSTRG
# HTRA1 inh: HTRA1 (human) protease inhibition | inhibition, % at 5.96 µM | 340,000 compounds, 0.5% hits | recombinant HTRA1, FP-rhodamine activity-based probe, fluorescence polarization; in the data active = inhibition above about 36%;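 note: 0% = enzyme with DMSO and 100% = wells lacking enzyme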
# mABHD4 FP: inhibitors of mouse ABHD4; 370,000 compounds, 0.54% hits; Q8VD66; purified mABHD4, FP-Rh probe fluorescence polarization; inhibition, % at 8.92 µM;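 active = inhibition exceeding the mean over every tested compound plus 3 SD, cut at about 30% in these data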;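 note: 0% = plate median of compound wells and 100% = S159A mutant with DMSO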
#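 Assay system: mouse ABHD4 enzyme, wild type / Also added: fluorescent activity-based probe FP-Rh / Doses: single nominal dose of 8.92 µM, 0.89% DMSO final / Timing: 45 min compound pre-incubation plus 60 min probe step, 25 °C / Signal: FP readout, ex 525 nm / em 598 nm / Control set: S159A mutant/DMSO as 100%, compound-well median as 0%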
# ARFGAP1 inh: inhibits rat ARF GTPase activating protein 1; AID 651572; Arfgap1-stimulated ARF1 GTP hydrolysis, GDP FP detection; inhibition, % at 16.5 µM; 360,000 compounds, 0.26% hits; Q62848;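 active = inhibition above a per-plate limit, mean inhibition of low control wells plus 3 SD, cut at about 25% in these data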;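 note: 0% = DMSO wells with enzyme and 100% = wells lacking Arfgap1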
#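 Material: rat Arfgap1 GAP domain (His6, aa 1-136), purified enzyme. Also added: human ARF1(Δ1-17)-GTP substrate. Compound dosing: 16.5 µM single point, 1.26% DMSO. Timing: enzyme reaction 120 min at 25 °C after 20 min preincubation. Signal: GDP detection by fluorescence polarization. Read-out basis: percent inhibition of GAP-stimulated GDP formation, scaled between DMSO and no-Arfgap1 medians.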
# rCAG binder: binds r(CAG) RNA repeats | r(CAG) RNA repeat, TO-PRO-1 dye displacement fluorescence | inhibition, % at 3 µM | 370,000 compounds, 1.3% hits | AID 651821;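 active = inhibition above the plate cutoff, the mean of all test compounds on that plate plus 3 SD, cut at about 35% in these data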;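 note: 0% = DMSO alone and 100% = 100 µM mitoxantrone as full dye displacement; higher means more dye released from RNA so lower well fluorescence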
# PG9 binder: PG9 antibody binding by small molecule; TR-FRET gp120-PG9 antibody binding; inhibition, % at 6.7 µM; 360,000 compounds, 0.43% hits; AID 624416; in the data active = inhibition above about 8.5%
# SMARCA2 activ: increases SMARCA2 function in MMTV reporter cells; 370,000 compounds, 1% hits; activation, % at 9.1 µM; AID 652017; MG213 cells, MMTV-luciferase reporter, dexamethasone, overnight; in the data active = activation above about 7.8%;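 note: 0% = vehicle wells and 100% = reference activator wells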
# NPR2 activator: GC-B (human) receptor activation. P20594. HEK293-GC-B cells, CNP EC30, cGMP TR-FRET; 0% at EC30 CNP, 100% saturating CNP. activation, % at 10 µM. 370,000 compounds, 0.11% hits;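 active = activation at 10 µM reaching about 35% in either raw or pattern-adjusted values, limit read from the data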
# Starred values were filed as active, the others as inactive; x = no result given.
SMILES,ASAP1 GAP inh,NR1D1 modulator,GC-A act,HTRA1 inh,mABHD4 FP,ARFGAP1 inh,rCAG binder,PG9 binder,SMARCA2 activ,NPR2 activator
CS(=O)(=O)N1CCC(C(=O)Nc2ccccc2F)CC1,6.3,2.9,3.7,4.9,0.7,5.5,-1.8,2.3,-1.8,-3.2
Cc1ccc(CNC(=O)Nc2ccccc2)n1C,-4.4,4.6,-0.2,0.0,3.5,-1.7,1.9,-1.1,1.6,5.9
CCC12C(=O)C(CC)(C(c3ccccc3)=C1c1ccccc1)[C@@H]1C(=O)N(c3ccc(C)cc3)C(=O)C12 (some centres undefined),-15.3,3.5,-3.8,-1.0,-5.5,-0.4,2.1,-0.8,-0.1,1.9
COc1cccc(CC(=O)OCC(=O)N(C)CC(=O)Nc2ccc(Cl)c(C(F)(F)F)c2)c1,4.8,3.7,-2.4,-30.6,4.5,7.9,0.4,1.4,-1.3,0.2
CCN(CC)C(=O)Cn1nc(-c2ccccc2O)nc1SCC(=O)Nc1ccc(OC)cc1,0.1,-4.6,3.2,-6.2,-3.4,-9.6,-1.5,-0.4,6.3,-12.5
CC(=O)c1cccc(N(CC(=O)NC2CCCC2)C(=O)c2csnn2)c1,6.9,-2.4,-2.9,1.9,-6.7,3.3,1.7,-2.3,-3.4,2.6
O=C(CCc1nc2ccccc2c(=O)[nH]1)N1CCN(c2ccc(F)cc2)CC1,-8.3,5.9,-2.7,2.2,-4.6,13.4,0.8,-3.2,-0.8,-2.7
CC(C)OCCCNC(=O)CCC(=O)NNc1nc2ccccc2c2nc(-c3ccccc3)nn12,-9.5,-7.3,-0.1,4.1,3.8,5.7,0.8,-1.9,-0.2,-7.9
Cc1cc(NC(=O)c2ccccc2)nc(C)n1,0.5,-3.4,4.9,-0.2,-5.3,2.1,-2.7,0.3,3.6,-0.2
COC(=O)c1c(NC(=O)C2C3CCC(C3)C2C(=O)O)sc2c1CCCCC2 (centres undefined),-9.7,-0.8,-3.1,-3.8,0.6,0.3,18.0,-1.2,-1.1,6.8
CC(=O)N/N=C(\C)c1cccc(C(F)(F)F)c1,-0.9,-4.3,-1.8,-1.0,0.4,-5.7,-1.6,-0.9,2.2,-3.1
N#CCC(=O)Nc1ccc(C(=O)NCc2cccc(Cl)c2)cc1,4.9,-2.6,-3.1,-46.7,-55.1,0.7,23.4,1.4,-1.4,-4.1
O=C(NCc1ccco1)c1c(F)c(F)c(F)c(C(=O)NCc2ccco2)c1F,13.0,1.2,1.3,-1.8,-6.4,-0.7,8.0,-1.2,-4.7,2.8
CCc1ccc(/C=C2/SC(=S)N(CCCC(=O)Nc3ccccc3C(=O)O)C2=O)cc1,14.8,-7.7,-1.3,0.0,2.0,10.2,5.3,-2.1,-4.3,-4.1
CCc1cccc2c(/C=N/NC(=O)c3cccc(S(=O)(=O)Nc4ccccc4Cl)c3)c[nH]c12,-4.1,-9.4,-8.1,10.8,0.5,2.4,56.6*,0.7,-0.5,0.4
COc1ccccc1NC(=O)N1CCCC1C(=O)NC1CCCCC1 (centres undefined),-9.7,-2.2,0.4,-7.5,1.0,5.0,-4.8,2.4,-1.0,0.1
Cc1ccc2[nH]cc(CCNC(=O)c3ccc4c(c3)OCO4)c2c1,0.8,1.4,-2.3,-0.6,-5.5,2.6,2.5,-1.8,-0.9,0.2
CC(=O)Nc1ccc(CNc2nc(NC(C)C)nc3cc(-c4ccccc4)sc23)cc1,4.7,-1.5,8.3,x,23.2,10.4,1.5,-0.8,-10.0,-0.8
NC(=O)C1CCN(C(=O)C2CC(=O)N(c3ccc4c(c3)OCCO4)C2)CC1 (centres undefined),4.2,-2.6,-0.2,4.1,2.6,2.4,1.7,0.4,-0.3,1.8
COc1ccc(NC(=O)CN2CCC(n3c(C)nc4cc(F)ccc43)CC2)c(OC)c1,-1.9,2.0,2.6,0.1,7.7,-8.1,-2.2,-2.2,-1.4,1.5
Cc1c(O)ccc2c(CC(=O)N[C@@H](Cc3c[nH]c4ccccc34)C(=O)O)cc(=O)oc12,13.0,-1.7,3.1,-4.5,4.5,-4.9,6.5,-0.6,-1.9,1.3
COc1ccc(C(=O)NN2C(=S)N(c3ccc(OC)cc3)C(=O)C2CC(N)=O)cc1 (centres undefined),4.4,1.7,2.9,6.8,1.6,-18.7,4.5,-0.5,-2.5,7.9
Nc1ncnc(Nc2ccccc2Oc2ccccc2)n1,-3.9,2.8,-0.4,-7.2,-2.7,-1.0,0.3,1.0,0.5,-3.3
CCCCN(C(=O)CC1CCCCC1)c1c(N)n(CCCC)c(=O)[nH]c1=O,-2.5,-1.0,-1.5,1.0,-1.4,-1.8,2.4,0.2,-0.4,-2.6
COc1ccc(-c2ccc(/C=C3/C(=N)N4C=CSC4=NC3=O)o2)c([N+](=O)[O-])c1,10.0,-22.5,6.2,6.1,7.5,11.2,24.8,-3.5,3.8,5.0
O=C(NCCCc1ccccc1)c1cc([N+](=O)[O-])ccc1Cl,-4.0,-4.0,0.3,-6.7,-5.9,-10.9,1.3,-3.6,-0.5,1.2
CCOC(=O)C1CCCN(Cc2ccc(O)c(OC)c2)C1 (centres undefined),4.3,-1.0,3.0,-0.3,8.1,3.3,-2.6,2.1,-0.1,2.8
Cc1ccccc1-n1c(=S)[nH]c2nc3c(cc2c1=O)CCCC3,-12.0,4.5,0.5,-3.3,-1.3,7.8,2.1,0.4,-1.7,-5.8
O=S1(=O)[C@H]2C[C@@H]3C=C[C@@]2(CN1Cc1cccc(F)c1)O3,2.9,0.6,-1.8,0.7,1.2,7.4,-0.8,0.5,-0.7,0.2
CCCCNC(=O)/C(C#N)=C/c1ccc(-c2ccc(S(=O)(=O)N3CCOCC3)cc2)o1,11.5,0.7,5.2,-8.8,-4.0,0.6,-1.2,-1.2,-2.1,3.5
CN1CCO/C1=C(\C(Cl)=C(Cl)Cl)[N+](=O)[O-],-4.2,-5.7,6.5,-1.1,1.8,4.0,-0.9,-1.3,-0.5,9.8
Clc1ccc(SCc2csc(N3CCOCC3)n2)cc1,9.9,0.1,0.0,-0.1,0.3,6.9,-3.9,-2.0,0.5,-12.1
CC1(c2ccc(OC(F)F)cc2)NC(=O)N(CC(=O)Nc2ccc(F)cc2)C1=O (centres undefined),3.8,-5.7,2.1,-2.7,-3.0,-0.1,-0.4,-0.1,-0.7,5.9
COc1ccccc1NC(=O)C(=O)c1cn(CC(=O)N2CCCC2)c2ccccc12,14.9,-3.9,-9.6,-14.5,-9.6,11.2,4.5,-0.6,3.2,0.3
CCN(CC)C(=O)CSc1nnc(-c2cccs2)o1,x,-3.0,1.8,x,8.3,x,-1.3,x,2.5,-0.4
CCN(CC(=O)Nc1ccccc1C(F)(F)F)C(=O)c1ccc2c(c1)NC(=O)C(C)S2 (centres undefined),4.7,-2.5,-0.5,-5.3,-11.3,1.9,0.1,-1.7,-1.2,3.6
CC(C)(C)NC(=S)Nc1ccc(Nc2ccccc2)cc1,7.6,-0.2,8.8,45.7*,23.9,-1.6,5.5,-3.3,2.8,-0.3
O=C(COC(=O)c1ccc(Cl)nc1)Nc1cccc(S(=O)(=O)N2CCCCC2)c1,0.4,1.5,-1.5,-4.5,2.5,-8.6,7.1,-2.2,-1.3,6.0
CN(C)CCCNC(=O)c1cc(S(=O)(=O)N2CCOCC2)ccc1F,-3.8,2.9,6.0,-2.1,0.5,-7.5,1.0,-1.5,-0.9,5.0
CCOC(=O)C1(C)CCCN(C(=O)c2c(F)cccc2F)C1 (centres undefined),3.7,-1.8,3.0,x,10.9,-0.8,0.9,-0.6,-0.4,-3.4
CCC1Oc2ccc(C)cc2N(CC(=O)NCc2cc(OC)ccc2OC)C1=O (centres undefined),7.1,-2.1,-2.2,-6.5,-3.5,-2.8,-4.7,0.3,0.0,-1.2
COc1ccc(NC(=O)CN(C)C(=O)CCNC(=O)Nc2ccccc2)cc1,-3.9,-0.9,0.5,2.9,3.2,-2.7,-1.8,-2.1,4.6,-3.2
CC(O)CNC12CC3CC(CC(C3)C1)C2 (centres undefined),6.1,4.8,1.5,2.5,1.7,-4.8,-0.4,-0.9,-1.7,3.3
O=C(NCc1ccncc1)/C(=C\c1ccc(F)cc1)NC(=O)c1ccccc1,5.5,0.7,-2.4,2.8,1.6,-2.6,-2.4,2.4,0.3,7.3
CC(=O)NC(Cc1cccc(C)c1)C(=O)NC1CCN(C(=O)c2ccc([N+](=O)[O-])cc2)CC1 (centres undefined),6.6,-3.0,-4.8,9.2,-5.9,7.8,-3.2,2.0,-1.6,-2.7
Cc1ccc(OCCC(=O)OCC(=O)N2c3ccccc3NC(=O)C2(C)C)cc1,9.1,-4.2,0.8,-9.2,-4.4,4.5,-0.9,0.5,-2.0,5.7
COc1ccc(CCNC(=O)CSc2ccc3nnc(CCNC(=O)c4ccccc4)n3n2)cc1OC,-16.4,0.1,-2.4,-2.4,-4.0,-4.2,-5.8,-0.8,-1.6,2.6
CCOC(=O)NC(=S)Nc1c(C)n(C)n(-c2ccccc2)c1=O,5.3,-3.0,-0.7,-0.4,-2.3,2.5,-1.6,-1.2,-3.9,0.7

# Reformatted with each value named: part of the list above
Cc1ccc(OCCC(=O)OCC(=O)N2c3ccccc3NC(=O)C2(C)C)cc1
- ASAP1 GAP inh: 9.1
- NR1D1 modulator: -4.2
- GC-A act: 0.8
- HTRA1 inh: -9.2
- mABHD4 FP: -4.4
- ARFGAP1 inh: 4.5
- rCAG binder: -0.9
- PG9 binder: 0.5
- SMARCA2 activ: -2.0
- NPR2 activator: 5.7

COc1ccc(CCNC(=O)CSc2ccc3nnc(CCNC(=O)c4ccccc4)n3n2)cc1OC
- ASAP1 GAP inh: -16.4
- NR1D1 modulator: 0.1
- GC-A act: -2.4
- HTRA1 inh: -2.4
- mABHD4 FP: -4.0
- ARFGAP1 inh: -4.2
- rCAG binder: -5.8
- PG9 binder: -0.8
- SMARCA2 activ: -1.6
- NPR2 activator: 2.6

CCOC(=O)NC(=S)Nc1c(C)n(C)n(-c2ccccc2)c1=O
- ASAP1 GAP inh: 5.3
- NR1D1 modulator: -3.0
- GC-A act: -0.7
- HTRA1 inh: -0.4
- mABHD4 FP: -2.3
- ARFGAP1 inh: 2.5
- rCAG binder: -1.6
- PG9 binder: -1.2
- SMARCA2 activ: -3.9
- NPR2 activator: 0.7

# (list continues)
SMILES,ASAP1 GAP inh,NR1D1 modulator,GC-A act,HTRA1 inh,mABHD4 FP,ARFGAP1 inh,rCAG binder,PG9 binder,SMARCA2 activ,NPR2 activator
CCOC(=O)c1ccc(N2C(=O)C(CC(N)=O)N(NC(=O)c3cccc(F)c3)C2=S)cc1 (centres undefined),-19.1,4.3,-3.5,-0.4,4.8,-2.4,6.5,-0.9,0.1,-0.1
CC1CN(C(=O)c2cc(S(=O)(=O)N3CCCCC3)ccc2Cl)CC(C)O1 (centres undefined),3.2,-2.7,1.0,-0.1,-1.5,3.9,2.7,0.5,-1.9,-1.7
COc1ccc(Nc2cc(C)c3c(O)cccc3n2)cc1,-0.1,0.3,-0.9,7.1,18.6,-6.4,7.9,-1.5,-3.1,-7.8
C/C(=N\Nc1ccc([N+](=O)[O-])cc1)c1ccc(N2CCOCC2)cc1,-4.4,5.7,-1.3,10.0,3.9,9.3,1.4,-1.4,-0.2,-16.3
Cn1nc(C(C)(C)C)c(NC(=O)c2sccc2Cl)c1C(C)(C)C,3.6,-4.5,-0.3,-0.2,4.4,0.1,-9.8,0.4,-1.0,-2.3
